Rv3671c inh = Rv3671c serine protease inhibitors, primary screen, biochemical, fluorescence polarization, M. tuberculosis H37Rv | hit rate 0.048% among 320,000 | inhibition, % at 5.96 µM | AID 2606, 2010 | P9WHR9; in the data active means inhibition above about 38%;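 further: extracellular domain of Rv3671c used as enzyme; 0% = enzyme with DMSO and 100% = no enzyme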
Target sequence (P9WHR9 whole entry, looked up, the tested form may be a part): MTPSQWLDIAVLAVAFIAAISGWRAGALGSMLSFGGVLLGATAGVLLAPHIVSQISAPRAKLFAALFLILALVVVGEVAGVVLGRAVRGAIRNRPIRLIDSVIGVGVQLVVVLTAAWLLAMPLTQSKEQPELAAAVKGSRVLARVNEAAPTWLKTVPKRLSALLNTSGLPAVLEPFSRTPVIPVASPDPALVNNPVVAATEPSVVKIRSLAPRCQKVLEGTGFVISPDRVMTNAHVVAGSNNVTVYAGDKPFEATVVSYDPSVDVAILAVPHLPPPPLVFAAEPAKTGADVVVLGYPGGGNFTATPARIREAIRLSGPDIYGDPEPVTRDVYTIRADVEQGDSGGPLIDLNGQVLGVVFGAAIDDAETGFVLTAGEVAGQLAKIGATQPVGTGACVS
GDH-TPI counter = GDH-TPI coupling enzyme inhibitors, primary screen, artefact control for M. tuberculosis FBA inhibitor project, biochemical, absorbance, full deck. GDH-TPI coupled enzyme counterscreen, NADH absorbance. inhibition, % at 4.8 µM. hit rate 1.2% among 360,000; in the data active means inhibition above about 30%;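 further: 0% = DMSO wells and 100% = wells lacking the enzyme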
BioA inh = M. tuberculosis BioA enzyme inhibitors, primary screen, biochemical, plate reader, single point, HTS. purified M. tuberculosis BioA enzyme. AID 602481, 2012. inhibition, % at 9.99 µM. hit rate 0.096% among 360,000. 7,8-diaminopelargonic acid synthase BioA (Mycobacterium tuberculosis); in the data active means inhibition above about 40%
SARS 3CLpro inh = SARS-CoV 3CLpro protease inhibitors, primary screen, biochemical, quenched FRET; Replicase polyprotein 1ab (Severe acute respiratory syndrome coronavirus), P0C6X7; recombinant SARS-CoV 3CLpro, quenched FRET peptide cleavage; inhibition, % at 6 µM; hit rate 0.14% among 290,000; AID 1706, 2009; in the data active means inhibition above about 12%
VHR inh abs = VHR1 phosphatase inhibitors, primary screen, biochemical, absorbance, uHTS | recombinant VHR phosphatase, pNPP absorbance | hit rate 0.52% among 290,000 | inhibition, % at 13.3 µM; in the data active means inhibition above about 50%; further: some compounds called inactive have numbers as strong as hits
Target sequence (P51452 whole entry, looked up): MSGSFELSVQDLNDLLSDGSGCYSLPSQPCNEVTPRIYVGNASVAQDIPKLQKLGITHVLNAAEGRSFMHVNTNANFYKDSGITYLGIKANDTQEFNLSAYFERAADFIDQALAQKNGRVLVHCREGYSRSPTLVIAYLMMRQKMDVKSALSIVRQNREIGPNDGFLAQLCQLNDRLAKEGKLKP
MazF activator = activators of E. coli MazEF toxin-antitoxin RNase, primary screen, biochemical, fluorescence, uHTS. AID 504720, 2011. hit rate 0.32% among 350,000. FAM/BHQ RNA-DNA oligo cleavage fluorescence, 5 h. activation, % at 20 µM; in the data active means activation above about 50%
Target sequence (P0AE70 whole entry, looked up): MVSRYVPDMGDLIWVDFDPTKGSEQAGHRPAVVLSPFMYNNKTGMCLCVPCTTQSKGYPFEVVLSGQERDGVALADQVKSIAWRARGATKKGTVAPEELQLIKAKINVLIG
BH1578 lux ind = inducers of Vibrio cholerae quorum light production without autoinducers, primary screen, BH1578 luxS cqsA deficient, single point. V. cholerae BH1578 lux reporter, luminescence, 6 h. activation, % at 18.7 µM. hit rate 0.16% among 350,000. AID 588436, 2011; in the data active means activation mostly above about 9.7%, no sharp cut-off; further: not every result past the cut was called active; inactives centre near 0; reference of the scale not given here
FBA Mtb inh = Mtb FBA enzyme inhibitors, primary screen, biochemical, fluorescence, strain H37Rv | Fructose-bisphosphate aldolase (Mycobacterium tuberculosis (strain ATCC 25618 / H37Rv)), … | purified M. tuberculosis FBA, fluorescence read-out | inhibition, % at 1 µM | hit rate 2.3% among 360,000 | AID 588726, 2011; in the data active means inhibition above about 27%;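 further: 0% = vehicle and 100% = reference inhibitor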
Target sequence (P9WQA3 whole entry, looked up): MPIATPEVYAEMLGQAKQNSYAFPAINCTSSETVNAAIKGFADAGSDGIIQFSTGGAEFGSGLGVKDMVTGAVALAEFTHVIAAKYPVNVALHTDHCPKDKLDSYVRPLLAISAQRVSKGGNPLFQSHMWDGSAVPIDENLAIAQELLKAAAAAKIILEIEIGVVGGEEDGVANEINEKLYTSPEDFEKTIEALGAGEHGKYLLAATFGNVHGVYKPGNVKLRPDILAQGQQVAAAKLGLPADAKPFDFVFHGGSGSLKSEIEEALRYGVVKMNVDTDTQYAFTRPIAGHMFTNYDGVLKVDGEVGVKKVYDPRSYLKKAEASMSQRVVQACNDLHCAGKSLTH
Mtb UGM inh = M. tuberculosis UGM enzyme inhibitors, primary screen, biochemical, fluorescence polarization, single point; AID 504406, 2011; hit rate 0.06% among 320,000; inhibition, % at 10 µM; purified UGM, fluorescence polarization probe displacement; UDP-galactopyranose mutase (Mycobacterium tuberculosis (strain ATCC 25618 / H37Rv)), …; in the data active means inhibition above about 10%, passing the limit was not always enough
SSB-PriA inh = inhibitors of Klebsiella pneumoniae PriA binding to SSB C-terminal tail, primary screen, biochemical, AlphaScreen; PriA–SSB C-terminal tail interaction (Klebsiella pneumoniae); AlphaScreen SSBct-PriA binding, biotinylated peptide; inhibition, % at 33 µM; hit rate 0.6% among 430,000; AID 1272365, 2023; in the data active means inhibition mostly above about 37%, no sharp cut-off; inactive means mostly below about 20%;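 further: plate controls were negative control peptide for no effect and reference peptide for full effect; strong numbers were not always called active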
An asterisk follows results filed as active; i = inactive; . = not tested or not shown; & = joins results of further samples.

SMILES	Rv3671c inh	GDH-TPI counter	BioA inh	SARS 3CLpro inh	VHR inh abs	MazF activator	BH1578 lux ind	FBA Mtb inh	Mtb UGM inh	SSB-PriA inh
Cc1ccnc(NS(=O)(=O)c2ccc(NS(=O)(=O)c3ccc(Br)cc3)cc2)n1	-2.3	-9.6	-0.4	-1.3	20.6	-3.1	-2.6	2.9	2.1	-10.3
CC(C)C[C@H](NC(=O)[C@H](Cc1ccccc1)n1c(=O)[nH]c2ccccc2c1=O)C(=O)N1CCC(C(=O)O)CC1	-1.2	10.8	-0.3	-6.2	20.6	-4.4	-0.5	5.2	-0.4	-15.4
COCC(=O)N1C[C@H]2CON(C)[C@H]2C[C@H]1c1cccc(-c2ccccc2OC)c1	.	5.2	0.0	.	.	3.9	i	-2.8	.	.
Cc1ccccc1C1c2[nH]c3ccccc3c2CCN1CCCn1cccn1 (centres undefined)	-5.4	13.8	2.3	3.5	-5.0	-7.9	0.0	22.0	2.3	-0.6
CCN(CC)CCCN=Cc1c(O)n(Cc2ccccc2)c(=O)c2ccccc12	-2.8	5.1	16.9	1.4	-3.8	7.8	0.5	6.6	.	17.2
Cc1noc(C(=O)Nc2c(C)n(C)n(-c3ccccc3)c2=O)c1Cl	0.1	-1.4	0.0	3.8	26.3	9.1	-0.2	0.4	0.1	-21.6
Brc1ccc2c(c1)CN1CCCC1=N2	2.0	6.0	-1.3	0.6	3.5	8.7	1.1	3.4	6.4	-5.5
Cc1nnc(N(C(=O)c2cnccn2)c2ccccc2)s1	-0.2	12.0	0.3	-7.7	14.1	-5.7	i	5.9	0.8	0.1
COc1ccc(S(=O)(=O)N2CCOC23CCN(S(=O)(=O)c2cccs2)CC3)cc1	.	3.5	0.2	.	.	6.7	i	1.7	.	4.5
O=C(c1ccc(Br)cc1)N1CCC(C(=O)N2CCN(Cc3ccccc3)CC2)CC1	.	14.4	0.5	0.0	-0.2	-3.8	i	3.3	2.8	10.1
CC(=O)Nc1ccc(NC(=O)COC(=O)Cc2cccs2)cc1	-5.2	-3.5	-1.9	-1.2	4.2	-3.5	.	0.0	1.7	-20.4
CN1CCN(c2ccc(C=O)cc2)CC1	6.6	37.3*	1.4	5.7	18.8	0.2	-0.7	-2.6	3.8	-5.3
COC(=O)CC[C@@H](C(=O)O)N1C(=O)c2ccccc2C1=O	-3.0	10.4	-1.3	-5.2	-0.2	1.2	3.6	-0.9	-1.0	-4.3
COc1ccc(CN(C)C(=O)c2cc(-c3ccc(OC)c(OC)c3)nc3ccccc23)c(OC)c1	.	7.7	-0.1	4.9	17.9	-7.3	i	5.0	0.4	-9.4
Cc1ccc(-c2onc3ccc(Cl)cc23)cc1	-0.5	1.5	-0.3	0.3	-4.1	-0.4	-2.4	-1.2	4.8	-2.9
O=C(COC(=O)c1ccc(Cl)c(S(=O)(=O)N2CCCC2)c1)NCc1ccccc1	3.3	9.4	1.1	.	.	-5.9	-3.3	-1.1	-0.1	5.5
CCOC(=O)c1c(NC(=O)COc2cccc3c2CCN(Cc2ccc(F)cc2)C3=O)sc2c1CCC2	5.9	.	.	-3.7	23.7	.	.	.	-0.6	.
COC(=O)Cn1cc(C(=O)C(F)(F)F)c2ccccc21	-0.4	4.9	.	-4.9	14.7	16.5	-2.8	4.0	-2.7	8.2
O=C(C1=C[C@@H](c2coc3ccccc3c2=O)C[C@@H](OCCCCO)O1)N1CCN(Cc2ccccc2)CC1	-2.8	4.9	-0.1	-1.4	17.5	1.7	i	4.7	-5.4	6.8
CCOC(=O)Nc1cc(N)ncn1	.	-10.0	-2.0	.	.	8.1	7.1	4.4	.	4.6
Cc1cccc(NC(=O)c2ccc([N+](=O)[O-])cc2Cl)n1	4.6	-1.1	.	0.2	-6.7	6.6	-0.1	2.5	1.2	-3.5
COCCCN1C(=O)c2ccc(C(=O)OCC(=O)NCCc3ccccc3)cc2C1=O	-12.4	1.3	-0.5	6.8	20.4	10.3	2.8	1.5	-2.1	-9.8
Cc1cccc([N+](=O)[O-])c1NC(=O)CSc1nnc2ccccn12	4.2	10.9	1.4	.	.	-6.4	-5.7	6.1	2.0	-2.1
C/C(N)=C(/C#N)C(=O)CSc1nnc(SCc2ccc(Cl)cc2)s1	2.9	10.6&9.0	-0.1	5.4	29.2	3.2&8.0	1.9	-1.1&0.7	3.2	3.9
CN(C)S(=O)(=O)c1cccc(NC(=S)NCc2ccc3c(c2)OCO3)c1	-0.6	-3.8	.	-1.3	19.9	-8.6	-1.6	-2.2	3.4	-0.6
SMILES	Rv3671c inh	GDH-TPI counter	BioA inh	SARS 3CLpro inh	VHR inh abs	MazF activator	BH1578 lux ind	FBA Mtb inh	Mtb UGM inh	SSB-PriA inh
COC(=O)C(CCSC)NC(=O)CNC(=O)C1CCCCC1 (centres undefined)	-8.2	4.6	-2.0	-0.6	-9.6	-0.6	-0.4	-3.8	-2.0	-10.2
COc1ncnc2c1ncn2CCCNCCCN1CCCC1=O	.	3.3	-0.8	.	.	4.3	-0.2	0.5	.	.
CC(=O)Oc1ccc2occ(-c3ccccc3)c2c1	-5.1	11.4	-0.9	1.6	-27.5	-27.5	-1.7	2.4	0.3	-63.0
CC1=NN(C)C(=O)C1Cc1c(F)cccc1Cl (centres undefined)	6.8	-6.3	.	.	.	10.4	-0.3	-2.2	-0.1	10.1
Cc1c(N=Cc2c(O)n(CCc3ccc(F)cc3)c(=O)[nH]c2=O)c(=O)n(-c2ccccc2)n1C	-1.1	35.9*	-0.9	0.5	2.3	3.5	-2.0	-4.5	0.2	-4.9
COc1ccccc1N1CCN(S(=O)(=O)CCNC(=O)c2ccc(OC(C)C)cc2)CC1	-9.3	8.4	-0.7	-5.1	25.2	8.2	-0.5	-0.1	-1.0	-20.1
COc1ccc(NS(=O)(=O)c2ccc(Oc3cccc(C(=O)O)c3)cc2)cc1	-4.5	-5.1	.	6.6	6.4	-5.7	-0.2	-1.6	4.0	-22.7
C/C(CC(=O)Nc1cc(Cl)ccc1Cl)=N\NC(=O)c1ccco1	-15.1	4.3	-1.3	-6.1	38.4	5.9	i	0.7	-0.7	.
CCn1nc(C)c(/C=N/NC(=O)Cn2nc(C)cc2C)c1C	2.3	7.8	-0.2	6.3	-6.9	9.8	i	1.2	1.6	.
Clc1cccc(Cl)c1NC1=NCCS1	.	1.8	-2.1	.	.	-28.6	-1.4	1.9	.	.
CCCn1c(=O)c(C(=O)NNC(=O)Cc2ccccc2)c(O)c2ccccc21	3.5	2.7	-1.6	5.2	-34.7	4.7	-0.6	-2.5	-3.5	-3.6
CCN(CC)S(=O)(=O)c1ccc(N2CCOCC2)c(NC(=O)C2CCCO2)c1 (centres undefined)	7.0	-3.4	1.7	3.4	-0.7	3.1	1.6	2.1	2.5	-11.6
O=C(NC1CCCCC1)N1CCCC(c2nc(-c3cccs3)no2)C1 (centres undefined)	0.3	3.7	0.9	-1.7	27.2	4.9	1.2	1.8	-2.7	5.4
Cc1[nH]nc2c1C1(C(=O)N(Cc3ccc(Cl)cc3)c3ccccc31)C(C#N)=C(N)O2 (centres undefined)	3.5	4.0	5.1	11.9	2.9	5.4	-0.9	2.0	-1.2	7.8
COC(=O)c1ccccc1NC(=S)N(C)C	2.8	2.2	.	0.1	25.7	1.7	-0.5	-0.7	-5.6	3.7
c1ccc(-c2nc(NC3CCCC3)c3ccccc3n2)cc1	-4.1	11.4	-0.1	0.7	-8.3	11.7	0.0	0.0	5.8	-21.1
O=C1NC(c2ccccc2)C(c2ccccc2)N1 (centres undefined)	.	-1.4	.	.	.	9.1	-1.0	-1.3	.	-7.6
COc1cc(/C=C/C(=O)N2C(=O)c3cccc(N)c3C2=O)cc(OC)c1OC	-7.0	10.1	.	6.6	55.4*	-12.4	-0.8	6.8	-0.5	-22.8
O=C(NCc1ccccn1)[C@H]1C[C@@H]1[C@H](NP(=O)(c1ccccc1)c1ccccc1)c1ccccc1	5.7	8.5	-0.5	0.6	0.2	10.0	5.0	4.9	2.8	-7.6
COCCNCCOCCOc1ccc(Cl)c(C)c1	0.3	9.7	-0.3	1.0	4.7	3.3	i	-0.8	-0.9	-0.5
COc1ccc(-c2csc(Nc3ccc(C)cn3)n2)cc1OC	10.5	-8.8	-0.6	-0.1	21.5	1.1	i	-2.9	0.9	10.0
Cc1c(Cl)cnc(NC(=O)COC(=O)c2ccc3c(c2)OCO3)c1Cl	5.4	1.1	.	-3.3	4.4	2.2	-2.1	4.1	-1.3	8.9
COc1ccc(C(=O)NC(CCSC)C(=O)N2CCCCCC2)cc1 (centres undefined)	0.9	2.7	0.6	2.5	25.2	0.9	-0.6	-2.7	0.7	6.0
CCOc1ccc2oc(C(=O)O)c(C)c2c1	-0.8	2.5	-1.2	-0.2	9.6	-2.4	i	17.6	-0.7	1.2
COc1ccc(-n2sc3c(c2=S)-c2cc(OC)ccc2NC3(C)C)cc1	-3.6	4.8	-4.0	1.8	-11.5	-2.3	1.2	-4.6	-0.5	67.0

One compound at a time, from the list above. Order of screens: Rv3671c inh	GDH-TPI counter	BioA inh	SARS 3CLpro inh	VHR inh abs	MazF activator	BH1578 lux ind	FBA Mtb inh	Mtb UGM inh	SSB-PriA inh
Profile of COc1ccccc1N1CCN(S(=O)(=O)CCNC(=O)c2ccc(OC(C)C)cc2)CC1 : -9.3	8.4	-0.7	-5.1	25.2	8.2	-0.5	-0.1	-1.0	-20.1
Profile of COc1ccc(NS(=O)(=O)c2ccc(Oc3cccc(C(=O)O)c3)cc2)cc1 : -4.5	-5.1	.	6.6	6.4	-5.7	-0.2	-1.6	4.0	-22.7
Profile of CCOc1ccc2oc(C(=O)O)c(C)c2c1 : -0.8	2.5	-1.2	-0.2	9.6	-2.4	i	17.6	-0.7	1.2

Next structures
SMILES	Rv3671c inh	GDH-TPI counter	BioA inh	SARS 3CLpro inh	VHR inh abs	MazF activator	BH1578 lux ind	FBA Mtb inh	Mtb UGM inh	SSB-PriA inh
C#CCOC(=O)C(NC(=O)c1ccccc1)=C(C)C	4.3	0.0	.	-3.2	4.2	1.1	-0.1	2.5	-2.2	-5.8
Cc1ccc(S(=O)(=O)CCC(=O)Nc2ccccc2Br)cc1	0.2	3.7	.	-7.5	.	-6.9	-0.6	-1.6	0.6	-3.4
COc1ccc2cc(C(=O)N3CCCCCC3)sc(=O)c2c1OC	-4.8	6.0	4.3	-1.7	17.9	5.6	-0.5	-8.3	1.7	-2.5
S=c1[nH]ccn1-c1c(Cl)cccc1Cl	6.3	4.6	1.9	-1.0	9.6	3.3	-0.5	0.7	-0.5	-4.8
Cc1c(C(=O)N2CCN(c3cccc(Cl)c3)CC2)cccc1[N+](=O)[O-]	0.4	3.1	0.8	3.3	4.3	0.4	i	1.5	0.8	6.0
COCC(=O)N/N=C/c1c(C)[nH]n(-c2ccccc2)c1=O	-47.7	12.6	.	-3.1	7.2	3.2	i	1.5	1.2	.
Cc1cc(Cl)ccc1NC(=O)CCC(=O)N/N=C/c1cccnc1	.	-1.0	0.5	0.1	-0.2	-6.0	8.7	1.2	1.0	.
Fc1cccc(/C=N/Nc2ncnc3nc[nH]c23)c1	1.4	42.2*	7.4	-2.8	11.4	4.0	-0.3	-0.3	0.6	.
Cc1cc(C)n(-c2nc3ccccc3nc2N2CCN(C(=O)c3ccc(Cl)cc3)CC2)n1	-4.3	6.4	6.8	-0.3	17.2	0.9	-0.4	1.2	-1.0	-18.9

Screens (PubChem BioAssay)

A portion of the library (hit frequency here may not be typical).
